# Screening results deposited in PubChem BioAssay by National Center for Advancing Translational Sciences (NCATS).
# Coupling enz: inhibits coupling enzyme system, counter-screen for aldolase hits; 290,000 compounds, 0.67% hits; activity change, negative = inhibition, % at 58.2 µM, hits read low; AID 2472; coupling enzyme system counterscreen, AmpLite Red fluorescence; in the data active = activity change below about -30%; note: % is set by controls: 0 for no effect and ±100 for the full control effect
#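 Compounds tested against the coupling enzymes alone at 57.5 uM final; readout was AmpLite Red fluorescence (525/598 nm) after 20 min at RT.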
# Menin-MLL TR inh: displaces Texas Red mutant MLL peptide from human menin; O00255; Menin + Texas Red MLL mutant peptide, fluorescence polarization; Potency, µM (series often up to 61.6 µM), inactives show top-dose FP activity change, negative = inhibition, actives largely listed as inhibitors; 270,000 compounds, 0.23% hits; AID 1768; active = well fitted inhibition curve with a large enough effect in the polarisation, with a control signal flat, not every such curve was filed as active; inconclusive = small, poorly fitted or top-dose-only effect, or effect the other way, or a change in a side signal; inactive = no such curve, though single readings can be large or run the other way; the % refers to the polarisation; note: potency is the fitted concentration of half-maximal effect; % of control where 0% means no effect; many of its hits are not listed in these tables
# Target sequence (O00255 whole entry, looked up): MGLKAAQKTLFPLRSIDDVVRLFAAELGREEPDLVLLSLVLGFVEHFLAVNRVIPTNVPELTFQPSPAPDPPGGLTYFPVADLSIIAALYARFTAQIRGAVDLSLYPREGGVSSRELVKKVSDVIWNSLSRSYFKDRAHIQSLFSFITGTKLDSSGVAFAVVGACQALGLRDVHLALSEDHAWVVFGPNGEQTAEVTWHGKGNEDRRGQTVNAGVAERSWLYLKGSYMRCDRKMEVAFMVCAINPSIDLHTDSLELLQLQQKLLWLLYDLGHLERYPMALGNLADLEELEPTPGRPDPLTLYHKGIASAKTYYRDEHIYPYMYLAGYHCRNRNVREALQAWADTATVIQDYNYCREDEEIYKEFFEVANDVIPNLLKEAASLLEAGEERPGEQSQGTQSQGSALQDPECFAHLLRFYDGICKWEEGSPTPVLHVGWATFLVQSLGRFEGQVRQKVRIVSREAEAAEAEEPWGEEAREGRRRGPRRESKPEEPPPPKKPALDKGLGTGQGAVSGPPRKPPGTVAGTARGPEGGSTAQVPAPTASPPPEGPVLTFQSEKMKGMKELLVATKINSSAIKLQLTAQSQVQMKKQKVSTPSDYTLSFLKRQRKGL
# * marks the source's active call; other numbers are inactive results; ? = inconclusive; & = joins results of further samples; ! = a repeat was not active; [ ] = another dose, or the depositor's remark.
SMILES,Coupling enz,Menin-MLL TR inh
C/C=C(\C)C(=O)OC1CC(OC(C)=O)[C@@]2(C(=O)OC)COC3C2[C@@]12CO[C@](O)(C(=O)OC)C2[C@](C)(C12OC1(C)C1CC2OC2OC=C[C@]21O)C3O (stereo partly specified),3,8%
CNc1ccccc1C(=O)O,0,3%
N[C@H](CP(=O)(O)O)C(=O)O,-3,4%[24.8 µM]
C=C(C)C1CCC(C)=CC1c1c(OC)cc(C)cc1OC (stereo unspecified),-3,?
CCCCCCCCCc1ccc(OCCOCCOCCOCCOCCOCCOCCOCCOCCO)cc1,1,?
CC1CC2OC2/C=C\C=C/C(=O)Cc2c(Cl)c(O)cc(O)c2C(=O)O1 (stereo unspecified),3,?
CCOc1cncc(/C=C/CCNC)c1,3,3%
O=C(O)c1ccc(-c2ccc3cc(C45CC6CC(CC(C6)C4)C5)c(O)cc3c2)cc1,-10,?
O=c1[nH]c2ccccc2n1C1CCN(Cc2ccc(-c3[nH]c4cc5ncnc5cc4nc3-c3ccccc3)cc2)CC1,-15,17%
CC1(C)C(O)CC(=O)[C@]2(C)C1CC(=O)[C@]1(C)C2CC[C@@]2(C)C(c3ccoc3)OC(=O)C3O[C@@]321 (stereo partly specified),6,-2%
Cc1ccc2c(c1)Cc1c(C(=O)NN3CCCCC3)nn(-c3ccc(Cl)cc3Cl)c1-2,-19,-4%
C[C@]12CC[C@H](O)CC1=CCC1C2CC[C@]2(C)C(=O)CC[C@@H]12 (stereo partly specified),5&10,-15%
C[C@H]1CCC/C=C/C2C[C@H](O)C[C@H]2[C@H](O)/C=C/C(=O)O1 (stereo partly specified),3,0%
N#CC(O[C@@H]1OC(COC2OC(CO)C(O)C(O)[C@@H]2O)C(O)C(O)C1O)c1ccccc1 (stereo partly specified),4,-13%
O=C(Nc1cc(C(F)(F)F)ccc1O)Nc1cc(C(F)(F)F)ccc1O,-5,?
CC(C)c1cc2c(c(O)c1O)[C@]1(C(=O)O)CCCC(C)(C)C1CC2 (stereo partly specified),-15,-6%
O=C(Oc1ccccc1)N1CCC2(CCCN(C(c3ccccc3)c3ccccc3)C2)CC1,0,-14%
CC1=CCCC2C1(C)CCC(C)C2(C)CC/C(C)=C/C[n+]1cn(C)c2c(N)ncnc21 (stereo unspecified),0,-17%
N#CC(C#N)=Cc1cc(O)c(O)c([N+](=O)[O-])c1,19,?
Clc1c(Cl)c(Cl)c(Cl)c(Cl)c1Cl,-1,-1%
C=C1CCC(O)C/C1=C/C=C1\CCC[C@]2(C)[C@@H]([C@H](C)CCCC(C)C)CC[C@@H]12 (stereo partly specified),2,?
CN1CC[C@@]2(CCCN(C(=O)c3csnn3)C2)C1,0,-9%
CC(=O)OC1CC(OC(C)=O)[C@]2(C)C(CC(OC(C)=O)[C@]3(C)C2CC[C@@]2(C)C(c4ccoc4)C(=O)C4O[C@]432)C1(C)C (stereo partly specified),-1,-11%
CN[C@@H](C)[C@H]1CC[C@@H](N)[C@@H](O[C@@H]2[C@@H](O)[C@@H](O[C@H]3OC[C@@](C)(O)[C@@H](NC)[C@@H]3O)[C@H](N)C[C@@H]2N)O1 (tested in a mixture with another compound),3,-14%[24.8 µM]
CC(N)C(O)c1ccc(O)c(O)c1 (stereo unspecified),-4&-28,-18%&4%
COC[C@H]([C@@H](O)[C@@H](O)C(=O)NCC[C@@H](C)c1nc(/C=C/C[C@H]2OC3(C[C@H](O)[C@H]2C)OC([C@@H](C[C@@H](O)[C@@H](C)[C@@H](O)[C@@H](C)/C=C(C)/C(C)=C/C=C/C(C)=C\C#N)OC)[C@@H](OP(=O)(O)O)C3(C)C)co1)N(C)C (stereo partly specified),3,-4%
CC(C)OC(=O)C(O)(c1ccc(Cl)cc1)c1ccc(Cl)cc1,0,-13%
CCCCCCC(C)(C)c1ccc([C@@H]2C[C@H](O)CC[C@@H]2CCCO)c(O)c1,-4,-18%[24.8 µM]
CCCCCCCCCCCCCCCCOC[C@@H](COP(=O)([O-])OCC[N+](C)(C)C)OC(C)=O,0,-2%
C[C@]12C=CC(=O)C=C1CC[C@@H]1[C@@H]2CC[C@@]2(C)[C@H]1CC[C@]2(C)O,3,10%

# Some of the entries so far, with two lines to a compound.
# Values in the order: Coupling enz, Menin-MLL TR inh
- Cc1ccc2c(c1)Cc1c(C(=O)NN3CCCCC3)nn(-c3ccc(Cl)cc3Cl)c1-2
→ -19, -4%
- C[C@]12CC[C@H](O)CC1=CCC1C2CC[C@]2(C)C(=O)CC[C@@H]12 (stereo partly specified)
→ 5&10, -15%
- C[C@H]1CCC/C=C/C2C[C@H](O)C[C@H]2[C@H](O)/C=C/C(=O)O1 (stereo partly specified)
→ 3, 0%
- N#CC(O[C@@H]1OC(COC2OC(CO)C(O)C(O)[C@@H]2O)C(O)C(O)C1O)c1ccccc1 (stereo partly specified)
→ 4, -13%
- O=C(Nc1cc(C(F)(F)F)ccc1O)Nc1cc(C(F)(F)F)ccc1O
→ -5, ?
- CC(C)c1cc2c(c(O)c1O)[C@]1(C(=O)O)CCCC(C)(C)C1CC2 (stereo partly specified)
→ -15, -6%
- O=C(Oc1ccccc1)N1CCC2(CCCN(C(c3ccccc3)c3ccccc3)C2)CC1
→ 0, -14%
- CC1=CCCC2C1(C)CCC(C)C2(C)CC/C(C)=C/C[n+]1cn(C)c2c(N)ncnc21 (stereo unspecified)
→ 0, -17%
- N#CC(C#N)=Cc1cc(O)c(O)c([N+](=O)[O-])c1
→ 19, ?
- Clc1c(Cl)c(Cl)c(Cl)c(Cl)c1Cl
→ -1, -1%
- C=C1CCC(O)C/C1=C/C=C1\CCC[C@]2(C)[C@@H]([C@H](C)CCCC(C)C)CC[C@@H]12 (stereo partly specified)
→ 2, ?
- CN1CC[C@@]2(CCCN(C(=O)c3csnn3)C2)C1
→ 0, -9%
- CC(=O)OC1CC(OC(C)=O)[C@]2(C)C(CC(OC(C)=O)[C@]3(C)C2CC[C@@]2(C)C(c4ccoc4)C(=O)C4O[C@]432)C1(C)C (stereo partly specified)
→ -1, -11%
- CN[C@@H](C)[C@H]1CC[C@@H](N)[C@@H](O[C@@H]2[C@@H](O)[C@@H](O[C@H]3OC[C@@](C)(O)[C@@H](NC)[C@@H]3O)[C@H](N)C[C@@H]2N)O1 (tested in a mixture with another compound)
→ 3, -14%[24.8 µM]
- CC(N)C(O)c1ccc(O)c(O)c1 (stereo unspecified)
→ -4&-28, -18%&4%
- COC[C@H]([C@@H](O)[C@@H](O)C(=O)NCC[C@@H](C)c1nc(/C=C/C[C@H]2OC3(C[C@H](O)[C@H]2C)OC([C@@H](C[C@@H](O)[C@@H](C)[C@@H](O)[C@@H](C)/C=C(C)/C(C)=C/C=C/C(C)=C\C#N)OC)[C@@H](OP(=O)(O)O)C3(C)C)co1)N(C)C (stereo partly specified)
→ 3, -4%
- CC(C)OC(=O)C(O)(c1ccc(Cl)cc1)c1ccc(Cl)cc1
→ 0, -13%
- CCCCCCC(C)(C)c1ccc([C@@H]2C[C@H](O)CC[C@@H]2CCCO)c(O)c1
→ -4, -18%[24.8 µM]
- CCCCCCCCCCCCCCCCOC[C@@H](COP(=O)([O-])OCC[N+](C)(C)C)OC(C)=O
→ 0, -2%
- C[C@]12C=CC(=O)C=C1CC[C@@H]1[C@@H]2CC[C@@]2(C)[C@H]1CC[C@]2(C)O
→ 3, 10%

# More results follow.
SMILES,Coupling enz,Menin-MLL TR inh
CC1C(=O)OC2O[C@]3(C)CC[C@H]4C(C)CCC1[C@]24OO3 (stereo partly specified),6,-6%
CCC1(CC)C(=O)NC(=O)NC1=O,4,-27%
O=C=NCCCCN=C=O,4,16%
CC1=C[C@H]2[C@]3(O)C(C=C(CO)C[C@]2(O)C1=O)[C@@H]1C(C)(C)[C@]1(O)[C@H](O)[C@H]3C (stereo partly specified),1,1%
CCN(CC)C(=O)N[C@@H]1C[C@H]2c3cccc4[nH]cc(c34)C[C@@H]2N(C)C1,-2&2,5%&2%[24.8 µM]
O=C(NC(=O)c1c(F)cccc1F)Nc1ccc(Cl)cc1,2,-2%
O=C(O)c1ccccc1-c1c2cc(Br)c(=O)cc-2oc2[c]([Hg])c(O)c(Br)cc12,-20&5,?
CN1CCN(c2ncc3ncc(=O)n(C)c3n2)CC1,2,-2%
CC1OC(OC2C(O)CC(OC3C(O)CC(OC4CCC5(C)C(CCC6C5CCC5(C)C(C7=CC(=O)OC7)CCC65O)C4)OC3C)OC2C)CC(O)C1O (stereo unspecified),5,1%
CC1CC[C@@]2(NC1)OC1CC3C4CC[C@@H]5CC(O)CC[C@@]5(C)C4CC[C@]3(C)C1C2C (stereo partly specified),1,-23%

# 2 consecutive records from above, quoted:
SMILES,Coupling enz,Menin-MLL TR inh
CC1OC(OC2C(O)CC(OC3C(O)CC(OC4CCC5(C)C(CCC6C5CCC5(C)C(C7=CC(=O)OC7)CCC65O)C4)OC3C)OC2C)CC(O)C1O (stereo unspecified),5,1%
CC1CC[C@@]2(NC1)OC1CC3C4CC[C@@H]5CC(O)CC[C@@]5(C)C4CC[C@]3(C)C1C2C (stereo partly specified),1,-23%

# Following part
SMILES,Coupling enz,Menin-MLL TR inh
COC(=O)C1=CO[C@@H](C)[C@@H]2CN3CC[C@]4(C(=O)Nc5c4ccc(OC)c5OC)[C@H]3C[C@H]12,3,-16%
Cc1ncsc1CCCl,-12,-1%
c1ccc(N2CC[C@@]3(CCCNC3)C2)cc1,1,-19%
CC[C@]1(C2=NCCN2)Cc2ccccc2O1,3,-6%[24.8 µM]
C=C(C)c1cc2cc(C(C)=O)c(O)cc2o1,-1&0,15%&-2%
O=C(O)c1nn(Cc2ccc(Cl)c(Cl)c2)c2ccccc12,2,-3%
c1csc(CN2CC[C@@]3(CCCNC3)C2)n1,2,-6%
CN1CCc2cc3c(cc2[C@@H]1[C@@H]1OC(=O)c2c1ccc1c2OCO1)OCO3,0,16%[24.8 µM]
CN1[C@@H]2CC[C@H]1CC(O)C2 (stereo partly specified),1,11%[24.8 µM]
C=C(C)C1Cc2c(ccc3c(=O)c4c(oc23)COc2cc(OC)c(OC)cc2-4)O1 (stereo unspecified),2&5,6%&3%
CN1CCc2cc3c(cc2C1C1OC(=O)c2c1ccc1c2OCO1)OCO3 (stereo unspecified),1,-14%[24.8 µM]
CCCCCCCCCc1ccc(O)cc1,-3,12%
Clc1ccc(CS[C@@H](Cn2ccnc2)c2ccc(Cl)cc2Cl)cc1,0,-2%[24.8 µM]
Cc1nc2cnc(N3CCNCC3)nc2n(C)c1=O,0,11%
Cc1cc([C@@H]2CCCN2C)on1,-1,-1%
CCC(=O)OC1CCC2C3CCc4cc(O)ccc4C3CC[C@]12C (stereo partly specified),-7,47%[activator]
CC[C@]1(O)CC(O[C@@H]2CC(N(C)C)C(O)C(C)O2)c2c(cc3c(c2O)C(=O)c2c(O)cccc2C3=O)C1C(=O)OC (stereo partly specified),-25,-18%
NCCNC[C@@H](N)CCCN=C(N)N[N+](=O)[O-],-2,?
CCC[C@@H]1CC2=CC(=O)CC[C@]2(C)[C@@H]2CC[C@@]3(C)[C@H](CC[C@]3(O)CCC(=O)O)[C@H]12,8,3%[24.8 µM]
CC1(C)C(=O)C=C[C@@]2(C)C1CC(O)[C@]1(C)C2CC[C@@]2(C)C(c3ccoc3)OC(=O)C3O[C@]312 (stereo partly specified),-2,?
CNC(C)Cc1ccccc1OC (stereo unspecified),-3&5,-11%&-14%
CCOC(=O)C(SP(=S)(OC)OC)c1ccccc1 (stereo unspecified),1,-14%
CC1CC[C@@]2(OC1)O[C@@H]1[C@@H](O)[C@H]3C4CC[C@H]5C[C@@H](O[C@@H]6O[C@H](CO)[C@H](O[C@@H]7O[C@H](CO)[C@@H](O)[C@H](O[C@@H]8OC[C@@H](O)[C@H](O)[C@H]8O)[C@H]7O[C@@H]7O[C@H](CO)[C@@H](O)[C@H](O[C@@H]8O[C@H](CO)[C@@H](O)[C@H](O)[C@H]8O)[C@H]7O)[C@H](O)[C@H]6O)[C@H](O)C[C@]5(C)C4CC[C@]3(C)[C@H]1[C@@H]2C (stereo partly specified),0,-3%[24.8 µM]
COc1ccc2c(c[n+](C)c3c4cc5c(cc4ccc23)OCO5)c1OC,-39*!,44%&9%[activator]
Cc1ccccc1-c1cncnc1NCCc1cnc[nH]1,-1,1%
CCC1(C)CC(=O)NC(=O)C1,5,1%[24.8 µM]
Clc1ccc([C@@H](OCCN2CCCCC2)c2ccccc2)cc1,-5,-2%[24.8 µM]
Cc1cc(OC(=O)N2CCCCC2)c(C(C)C)cc1[N+](C)(C)C,2,-3%

# Only part of the results is shown; the hit share may differ from the screen's.
